From PubChem
CR mimetic SO = reduction of superoxide in aged yeast, primary screen, HTS; S. cerevisiae aged cells, superoxide DHE fluorescence; hits give low values; superoxide response (% of plate mean), % at 10 µM; 0.18% of 330,000 active;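 active = superoxide response under a set limit, about three screen SD below normal, cut at about 65% in these data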;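 also: yeast aged for seven days with compound at 30 °C before DHE staining; 100% = average MFI of all compound-treated wells on the plate with controls excluded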
GLD-1 RNA inh = GLD-1/TGE RNA complex disruptors, primary screen, biochemical, fluorescence polarization. Female germline-specific tumor suppressor gld-1 (Caenorhabditis elegans), Q17339. purified GLD-1 + fluorescein TGE RNA. inhibition, % at 5.96 µM. 0.44% of 320,000 active. AID 2280, 2010;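 active = percent inhibition above a per-plate cutoff, the plate mean of test compounds plus 3 SD, cut at about 30% in these data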;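 also: 0% = DMSO wells with GLD-1 and probe and 100% = wells lacking GLD-1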
Target sequence (Q17339 whole entry, looked up): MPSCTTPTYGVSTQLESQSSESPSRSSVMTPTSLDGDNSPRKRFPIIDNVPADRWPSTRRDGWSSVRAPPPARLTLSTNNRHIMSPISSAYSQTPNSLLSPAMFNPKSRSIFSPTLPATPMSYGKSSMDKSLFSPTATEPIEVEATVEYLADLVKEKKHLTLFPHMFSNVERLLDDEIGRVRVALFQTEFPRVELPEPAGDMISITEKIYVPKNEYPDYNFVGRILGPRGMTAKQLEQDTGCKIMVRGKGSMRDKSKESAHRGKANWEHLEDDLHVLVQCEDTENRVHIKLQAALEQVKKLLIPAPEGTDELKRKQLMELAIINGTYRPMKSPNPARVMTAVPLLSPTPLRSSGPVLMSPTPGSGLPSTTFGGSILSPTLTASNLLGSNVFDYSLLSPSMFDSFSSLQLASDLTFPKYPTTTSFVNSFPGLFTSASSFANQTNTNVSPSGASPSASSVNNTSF
BCLXL inh = inhibitors of human Bcl-xL, primary screen, biochemical, fluorescence polarization, HTS; Bcl-2-like protein 1 (Homo sapiens), Q07817; GST-Bcl-xL / FITC-Bim BH3 peptide fluorescence polarization; inhibition, % at 10.9 µM; 0.7% of 320,000 active; AID 2129, 2009;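 active = inhibition above the mean of all tested compounds plus 3 SD, cutoff set per campaign, cut at about 30% in these data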;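 also: 0% = DMSO wells and 100% = unlabeled Bim-BH3 peptide competitor; inhibitors lower millipolarization by displacing the labeled peptide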
Target sequence (Q07817 whole entry, looked up): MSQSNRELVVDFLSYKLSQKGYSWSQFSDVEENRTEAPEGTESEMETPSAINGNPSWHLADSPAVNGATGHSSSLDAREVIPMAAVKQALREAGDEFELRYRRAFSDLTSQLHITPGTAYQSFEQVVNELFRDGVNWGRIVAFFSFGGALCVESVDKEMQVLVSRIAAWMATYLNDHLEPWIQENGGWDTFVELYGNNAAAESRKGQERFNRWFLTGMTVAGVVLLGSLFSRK
EBNA-1 inh = EBNA-1 DNA-binding inhibitors, primary screen, biochemical, fluorescence polarization; 0.34% of 300,000 active; inhibition, % at 14.8 µM; AID 1950, 2009; in the data active = inhibition above about 28%
MCL1 BIM primary = inhibitors of MCL1 binding to BIM-BH3, primary screen, biochemical, fluorescence polarization; GST-MCL1 / FITC-Bim-BH3 fluorescence polarization; 0.68% of 320,000 active; inhibition, % at 10.9 µM; Induced myeloid leukemia cell differentiation protein Mcl-1 (Homo sapiens), Q07820;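 active = inhibition above the mean inhibition of all tested compounds plus 3 SD, set per campaign, cut at about 40% in these data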;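 also: 0% = DMSO wells and 100% = unlabeled Bim-BH3 peptide control; higher means more loss of mP so more displacement of Bim peptide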
Target sequence (Q07820 whole entry, looked up): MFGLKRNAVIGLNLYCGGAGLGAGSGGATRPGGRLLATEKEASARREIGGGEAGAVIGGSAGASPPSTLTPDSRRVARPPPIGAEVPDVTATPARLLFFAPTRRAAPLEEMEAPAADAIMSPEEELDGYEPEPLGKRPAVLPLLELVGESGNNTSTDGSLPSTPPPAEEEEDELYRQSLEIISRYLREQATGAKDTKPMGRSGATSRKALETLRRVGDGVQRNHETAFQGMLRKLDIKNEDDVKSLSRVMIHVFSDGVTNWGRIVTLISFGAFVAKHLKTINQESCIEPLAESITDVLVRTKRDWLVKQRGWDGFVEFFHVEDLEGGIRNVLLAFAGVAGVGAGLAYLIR
Fam108B counter = mouse Fam108B serine hydrolase inhibitors, primary screen, counter-screen for RBBP9 inhibitor project, biochemical, fluorescence polarization; recombinant Fam108B, FP-Rh probe fluorescence polarization; inhibition, % at 9.51 µM; 0.33% of 300,000 active; AID 1947, 2009;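 active = inhibition above the screen mean inhibition plus 3 SD, computed separately per campaign, cut at about 18% in these data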;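 also: inhibitors lower polarization as less probe binds the enzyme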
ZTA counter = counter-screen for EBNA-1 inhibitors: inhibitors of Epstein-Barr virus ZTA | inhibition, % at 11 µM | ZTA-DNA binding, fluorescence polarization | 0.15% of 320,000 active | P03206; in the data active = inhibition above about 33%
MEX-5 binding = MEX-5 zinc finger RNA-binding disruptors – biochemical, C. elegans, fluorescence polarization, MLPCN library, primary screen | Zinc finger protein mex-5 (Caenorhabditis elegans), Q9XUB2 | MEX-5/FITC-TCR2 RNA binding; hits give low values | activity score (negative = inhibition of binding), % at 10 µM | 0.38% of 300,000 active | AID 1832, 2009;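 active = inhibition past about -25% in most replicates, and total fluorescence under double the plate's negative control median, limit read from the data; inconclusive = replicates evenly split on the limit, or fluorescence at least double controls; inactive = too little inhibition in most replicates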;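 also: 0% = DMSO and -100% = 5 µM competing unlabeled TCR2 RNA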
Efflux pump inh = inhibitors of Candida efflux pumps in yeast, primary screen, S. cerevisiae, Nile Red, multiplex. AID 485275, 2010. S. cerevisiae Candida pump triplex. inhibition, % at 10 µM. 0.44% of 330,000 active;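 active = plate passing quality check with inhibition over a set limit, or well fluorescence over plate mean plus 4 SD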;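 also: Nile Red retained in pooled yeast measured as flow cytometry median fluorescence; 0% = buffer negative control and 100% = Enniatin B positive control; higher means more Nile Red kept so more efflux inhibition; some compounds called inactive have numbers as strong as hits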
* hit, by the source's call; ? = inconclusive; / = not tested or not shown; & = joins results of further samples.

SMILES	CR mimetic SO	GLD-1 RNA inh	BCLXL inh	EBNA-1 inh	MCL1 BIM primary	Fam108B counter	ZTA counter	MEX-5 binding	Efflux pump inh
COc1ccc(CCN(Cc2nc3ccccc3c(=O)[nH]2)C(=O)C2CC2)cc1	104	1	3	-14	0	2	3	0.2	0.3
O=C(NC1CC1)c1cc2c(s1)-c1ccccc1OC2	87	1	7	0	8	-2	-11	1.3	0.2
O=C(NCc1ccc2c(c1)OCO2)c1cc2ccccc2o1	101	4	4	6	4	-1	-6	0.3	-0.1
CCCC[n+]1ccn(-c2nc3ccccc3nc2[N-]S(=O)(=O)c2ccc(Cl)cc2)c1	92	9	7	-10	10	0	1	3.8	-0.1
Cc1ccc(N(C(=O)c2csnn2)C(C(=O)NC2CCCCC2)c2ccncc2)cc1 (configuration not stated)	98	1	3	12	5	4	-17	1.5	-0.2
COC(=O)c1c(-c2c(Cl)cccc2Cl)noc1NC(=O)NN1CCCCC1	87	0	5	-5	2	0	4	0.9	0.3
Cc1c(NC(=O)Cn2nc(C(F)(F)F)c3c2CCCC3)c(=O)n(-c2ccccc2)n1C	105	-2	3	2	-1	-1	3	0.4	0.1
O=C(NCCc1ccc(F)cc1)Nc1ccccc1	101	1	0	-9	3	2	-7	-1.7	-0.1
Oc1[nH]c2ccc(Br)cc2c1N=Nc1ccc(C(F)(F)F)cn1	109	4	0	2	12	-3	-5	-1.0	0.2
O=C(NNC(=O)c1nn(-c2ccc(F)cc2)ccc1=O)c1ccc(C(F)(F)F)cc1	109	0	0	0	7	0	1	/	-0.1
O=C(Nc1nccs1)C1C2CC3OC(=O)C1C3C2 (configuration not stated)	90	1	1	3	4	-5	9	0.8	-0.1
CC(C)C(NC(=O)c1c(F)cccc1F)C(=O)NCc1ccc(S(=O)(=O)N2CCOCC2)cc1 (configuration not stated)	76	1	-1	/	2	/	-3	/	-0.3
O=C(NCc1ccccc1)c1ccc[n+]([O-])c1	105	0	3	3	9	-2	0	-0.3	0.0
Cc1ccc(C(=O)N2CCC3(CC2)NCCc2[nH]cnc23)cc1C	113	5	7	4	4	2	7	-4.2	0.0
Cc1ccc(NS(=O)(=O)c2c(C(=O)N3CCCC3)c(C)n(C)c2C)cc1	97	-2	-6	-19	-6	1	3	-3.2	0.1
O=C(C(=O)N1CCOCC1)c1cn(CC(=O)N2CCc3ccccc3C2)c2ccccc12	94	7	2	8	-6	-2	-2	-1.0	0.1
COc1cccc(CNC(=O)Cn2cccc2C(=O)c2ccccc2C)c1	124	1	-3	2	1	-1	-6	-1.0	0.0
COc1ccc(N(CC(=O)NCCC2=CCCCC2)S(=O)(=O)c2ccccc2)cc1	102	5	4	0	9	-1	0	-1.7	0.1
O=c1c(C(c2c(O)nc3n(c2=O)CCS3)c2cccc3ccccc23)c(O)nc2n1CCS2	104	-4	6	-8	4	-1	9	-4.0	0.3
O=C(Cn1c[n+](CC(=O)c2ccc([N+](=O)[O-])cc2)cn1)c1ccc([N+](=O)[O-])cc1	103&119	-4&7	8&5	4&-6	5&4	-2&6	-1&-2	-4.0&1.2	-0.3&-0.1
Cc1cc(C)n2cc(-c3ccc(Cl)cc3)c(C(=O)O)c2n1	85	5	3	0	-2	2	-1	1.3	0.0
Cc1oc(-c2ccccc2Cl)nc1CS(=O)(=O)CC(=O)N1CCOCC1	108	7	4	-3	-4	2	-19	0.7	0.1
O=C(N=C1c2ccccc2CN1c1ccc(F)c(Cl)c1)c1cccnc1Cl	108	3	1	1	-11	-4	5	0.6	0.1
COc1cccc(C(=O)NCC(=O)N2CCC3(CC2)NCCc2[nH]cnc23)c1OC	85	-5	0	-3	3	2	-19	-0.6	0.4
COc1cc(CCC(=O)OCC(=O)Nc2ccccc2F)cc(OC)c1OC	96	-5	-2	-9	0	1	8	-0.7	0.3
Cc1ccc(-n2nc3c(c2NC(=O)c2ccco2)CS(=O)C3)c(C)c1 (configuration not stated)	104	7	-10	-8	-12	2	10	-0.3	-0.1
O=C(/C=C/c1ccc(Cl)cc1Cl)Nc1cccc(S(=O)(=O)NC2=NCCC2)c1	102	4	-3	-1	-7	-21	-4	-1.0	0.8
COc1cccc(C2=NOC(C(=O)NCCN3CCOCC3)C2)c1 (configuration not stated)	88	4	-2	0	-2	-3	2	0.3	0.0
Cc1ccc(CN2C(=O)NC(Cc3c[nH]c4ccccc34)C2=O)cc1 (configuration not stated)	105	0	0	1	-4	3	-8	-1.6	-0.1
CC(C)(C)Nc1nc(NCc2cccnc2)nc(N2CCOCC2)n1	103	10	9	5	13	5	15	2.2	0.1
O=C(OCC(=O)c1ccco1)c1ccc2ncsc2c1	102	0	-10	-15	-2	-5	-11	?	0.9
COc1ccc(NCc2nc3ccccc3n2C)cc1	104	25	4	9	8	-2	-14	-1.1	-0.1
Cc1cccc(-c2nnc(NC(=O)c3ccc(Cl)cc3)o2)c1	129	-3	9	1	8	10	1	1.8	0.1
COc1cc(C(=O)NCCNc2nc3ccc(C)cc3cc2C#N)cc(OC)c1OC	110	10	7	6	5	-1	11	-2.2	-0.3
COc1ccc(CC2(CO)CCN(S(=O)(=O)c3sccc3C)CC2)cc1	101	0	-1	-11	-4	2	-6	0.6	0.1
O=C(C1=C[C@H](c2coc3ccccc3c2=O)C[C@H](OCCCCO)O1)N1CCN(Cc2ccc3c(c2)OCO3)CC1	/	6	0	-16	6	-3	6	2.3	/
O=C(O)C[C@]1(C(=O)Nc2ccc(F)cc2)CC(/C=C/c2ccccc2)=NO1	102	-5	2	14	4	-1	0	0.1	-0.1
CS(=O)(=O)c1cccc(-c2nnc(NC(=O)c3ccc4ncsc4c3)o2)c1	99	5	1	-12	3	-6	-3	0.6	0.1
Cc1[nH]c2ccc(Cl)cc2c(=O)c1CN1CCCC1	100	1	4	-2	-2	-2	0	0.0	0.0
Cc1cccc(NC(=S)N2CCN(S(=O)(=O)c3ccc(F)cc3)CC2)c1	98	3	-2	3	10	0	2	0.4	-2.2
CN(CCOc1ccccc1)CC(=O)Nc1ccc([N+](=O)[O-])cc1Cl	109	8	-2	-1	-1	2	-8	3.3	0.0
CCN(CC)S(=O)(=O)c1ccc(NC(=O)CNC2CCCCC2)cc1	102	1	2	-8	-1	-1	2	-1.2	0.5
Cc1nn(Cc2ccccc2)c(Cl)c1C(=O)OCC#N	114	4	-3	10	6	-1	5	1.6	0.0
O=C1NC(C(F)(F)F)(C(F)(F)F)N=C2SC=CN12	111	8	7	-1	-2	1	-11	-1.9	-0.1
CCOC(=O)C1CCN(C(=O)c2ccc(N(C)S(C)(=O)=O)cc2)CC1	93	1	9	2	1	4	-18	2.9	-0.2
O=C(CN1C(=O)C2CC=CCC2C1=O)Nc1nnc(SCc2ccc(Cl)cc2)s1 (configuration not stated)	93	8	5	10	6	0	17	-1.4	-0.1
COc1cccc(N2C(=O)/C(=C\c3cccs3)NC2=S)c1	89	8	-5	-8	-7	-4	4	-2.3	0.1
CCc1ccccc1N(C)S(=O)(=O)c1ccc(-c2cc(C)no2)s1	102	4	6	-2	0	5	-8	1.9	-0.2
O=C(N[C@@H](Cc1ccccc1)C(=O)CCl)OCc1ccccc1	96	9	12	7	9	4	13	/	-0.1
Cc1cc(Cl)ccc1OCC(=O)N/N=C/c1ccc(OC2OC(CO)C(O)C(O)C2O)cc1 (configuration not stated)	104	3	-1	-5	4	0	-7	-0.5	-0.1
CCC(c1nnc(SCC(=O)Nc2ccc(Cl)cc2C(F)(F)F)n1C1CCCCC1)N(C)C (configuration not stated)	112	-14	2	5	7	7	-10	-0.2	0.4
CC(C)(C)C1=Nn2c(nnc2-c2ccccc2F)SC1	115	-3	-1	-3	-5	-4	7	-0.2	0.2
CC/C(=N\N=C(/CC)c1ccccc1N)c1ccccc1N	105	2	-1	-5	-5	3	9	1.1	-0.1
Nc1ccc(C(=O)N/N=C2\CCCc3c2[nH]c2ccccc32)cc1	98	-3	-3	-2	10	7	3	-3.6	-0.2
C=CCn1sc(N)c(C(=O)OCC)c1=S	107	4	9	3	11	-2	-17	0.5	-0.1
COCC(=O)Nc1ccc(Br)cc1C	100	12	-3	-13	-9	2	2	0.9	0.2
Fc1ccccc1/C=N/n1cnnc1	108	7	-2	-13	2	-1	-17	1.8	0.2
CCOC(=O)N1CCC(NCCNC(=O)c2cccc(F)c2)CC1	98	-1	1	/	-1	/	-3	/	-0.1
Cc1ccc(Nc2nnc(SCC(=O)Nc3cccc(S(=O)(=O)NC4=NCCCCC4)c3)s2)c(C)c1	104	0	-4	2	-9	5	7	-2.9	-1.5
CC(Cc1ccsc1)NC(=O)CCc1nnc(CCc2ccccc2)o1 (configuration not stated)	97	8	3	9	-5	3	-7	-3.1	0.0

Additional entries.
SMILES	CR mimetic SO	GLD-1 RNA inh	BCLXL inh	EBNA-1 inh	MCL1 BIM primary	Fam108B counter	ZTA counter	MEX-5 binding	Efflux pump inh
Cc1ccc(NC(=O)COC(=O)CN2C(=O)COc3ccccc32)cc1	104	-6	8	-2	1	1	1	-4.8	0.0
Cc1cc(C)cc(C(=O)Nc2nnc(SCC(=O)NCC3CCCO3)s2)c1 (configuration not stated)	90	-1	0	-8	3	-1	-25	-0.2	-0.1
Cc1csc(SCC(=O)Nc2ccc(S(=O)(=O)N3CCCC3)cc2)n1	98	-5	-3	-12	-6	-4	3	-1.6	0.1
CCOC(=O)C1CCN(C(=O)COC(=O)CSc2ccc([N+](=O)[O-])cc2)CC1	88	0	7	6	4	-2	3	1.1	0.0
CC(=C/c1ccco1)/C=N/NC(=O)c1ccncc1	103	3	9	-1	6	0	3	-3.7	0.3
COc1ccc2nc(N3CCCCC3)c(C#N)cc2c1	106	46*	32*	-12	27	2	5	-21	0.1
CC1(C)CC(=O)C/C(=N/NC(=O)COc2ccc3ccccc3c2Br)C1	105	31*	5	-12	14	-4	-8	-4.8	0.0
CCN(CC)c1ccc(C2CC(=O)Nc3cc(OC)c(OC)cc32)cc1 (configuration not stated)	103	-1	10	6	12	-2	21	-0.3	-0.3
CCOC(=O)c1ccc(Oc2nc(N(C)C)nc(N(C)C)n2)cc1	95	2	4	1	4	-4	6	1.4	0.2
CC1(C)CC(=O)c2c(O)cc(OCC(=O)N3CCN(c4ccc(F)cc4)CC3)cc2O1	106	7	0	-2	0	-4	-8	3.1	0.0
CCCC(=O)Nc1ccc2c(c1)nc(CN1CCN(C(=O)OCC)CC1)n2CC	115	5	0	-11	-5	-7	-6	-1.7	2.8
Cc1nc(CSc2n[nH]c(=O)n2-c2cccc(F)c2)cs1	81	1	0	4	0	1	-10	/	0.0
Cc1ccc(-c2nc(-c3cccnc3)sc2CC(=O)Nc2ccc3nc(C)sc3c2)cc1	104	1	4	7	-2	-25	1	2.4	0.1
CCN1CCCC1CNC(=O)COc1cc(=O)n(C)c2ccccc12 (configuration not stated)	109	7	6	14	8	2	3	0.5	0.1
O=C(COc1ccc(S(=O)(=O)N2CCOCC2)cc1)NCc1ccccn1	98	5	-2	7	-2	-1	4	-0.3	0.2
